FN deposit inh: inhibitors of fibronectin matrix deposition, primary screen, AH1F cells, Alexa488-fibronectin fluorescence, plate reader | actives 0.086% (n = 350,000) | inhibition, % at 12.6 µM | AH1F fibroblasts, overnight;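 active = mean inhibition across replicates of 30% or more, regardless of how many single replicates reach that level; inconclusive = mean under 30% yet at least half of replicates reach 30%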;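 also: positive control wells lacked labelled fibronectin entirely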
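Test system: AH1F fibroblast monolayer depositing Alexa488-labelled fibronectin into matrix. Input: 10000 cells per well. Technique: fluorescence, ex 485 nm, em 525 nm. Buffer or medium: DMEM plus 2% serum, read in PBS. Timing: 1 h cell adhesion before compound, then overnight fibronectin incubation. Compound: single dose, pinned. Read-out basis: inhibition from reduced deposited-fibronectin fluorescence.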
esBAF inh: Bmi1 luciferase reporter increase in mESCs, primary screen, esBAF inhibitor project, mouse ES cells, Bmi1 luciferase knock-in, single point. actives 2% (n = 350,000). reporter increase, % at 12.5 µM. AID 602393, 2012. 24 h; 100% = twice the neutral-well signal; in the data active = activation above about 40%; inconclusive = no clear call, values can overlap the other calls;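 also: 0% = median of the plate's neutral control wells and 100% = double that signal; a rise in the Bmi1 reporter signal indicates esBAF inhibition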
RAD54 branch: inhibitors of human RAD54 branch migration, primary screen, biochemical, fluorescence, single point; inhibition, % at 10.4 µM; DNA repair and recombination protein RAD54-like (Homo sapiens), Q92698; actives 0.14% (n = 360,000); RAD54 Holliday junction branch migration, FAM/BHQ fluorescence;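 active = mean normalized replicate activity at least 40 and at least half of replicates scoring 40 or more; inconclusive = only one of the two criteria met; inactive = mean below 40 and under half of replicates reaching 40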;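 also: 0% = median of neutral control wells and 100% = median of positive control wells; inhibitors cause a drop in the FAM fluorescence signal; in these data hits start at about 50%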
Target sequence (Q92698 whole entry, looked up): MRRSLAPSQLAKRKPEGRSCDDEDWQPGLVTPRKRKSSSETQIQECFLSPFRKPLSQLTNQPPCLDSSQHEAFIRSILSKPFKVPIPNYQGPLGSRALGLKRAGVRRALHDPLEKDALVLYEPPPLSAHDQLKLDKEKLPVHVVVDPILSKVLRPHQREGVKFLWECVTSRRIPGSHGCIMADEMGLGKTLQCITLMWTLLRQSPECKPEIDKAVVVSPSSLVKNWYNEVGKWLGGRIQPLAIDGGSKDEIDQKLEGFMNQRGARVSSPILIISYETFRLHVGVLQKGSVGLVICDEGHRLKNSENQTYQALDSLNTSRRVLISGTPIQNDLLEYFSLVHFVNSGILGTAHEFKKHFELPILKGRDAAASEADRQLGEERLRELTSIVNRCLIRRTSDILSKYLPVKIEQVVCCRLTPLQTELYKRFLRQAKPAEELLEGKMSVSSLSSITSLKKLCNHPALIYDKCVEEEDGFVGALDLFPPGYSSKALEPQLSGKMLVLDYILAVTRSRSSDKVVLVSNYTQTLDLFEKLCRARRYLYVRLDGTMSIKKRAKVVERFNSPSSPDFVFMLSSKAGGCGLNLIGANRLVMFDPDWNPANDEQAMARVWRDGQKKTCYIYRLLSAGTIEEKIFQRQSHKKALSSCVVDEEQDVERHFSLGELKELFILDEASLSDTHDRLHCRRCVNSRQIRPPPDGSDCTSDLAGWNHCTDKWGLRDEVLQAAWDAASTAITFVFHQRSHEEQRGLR
Active calls of the source: *; ? = inconclusive. The list is partial, so the mix of outcomes need not match the whole.

SMILES	FN deposit inh	esBAF inh	RAD54 branch
CCCC1(CCC)NC(=O)N(CC(=O)N2CCN(C(=O)c3ccco3)CC2)C1=O	-1	-6	-50
CC(=O)c1cn(CC(=O)NCc2cccnc2)c2ccccc12	3	3	-13
O=C(O)CCN1C(=O)C2CCCCC2C1=O (centres undefined)	-13	0	-1
O=C(Nc1ccc(N2CCOCC2)cc1N1CCOCC1)c1cccs1	-8	-5	0
O=C(NCc1cccs1)C(Cc1ccccc1)NS(=O)(=O)c1cccs1 (centres undefined)	17	7	-5
O=C(NN1C(=O)C2C(C1=O)C1C=CC2C12CC2)c1ccncc1 (centres undefined)	8	0	-5
COc1ccccc1CNC(=O)c1cnn2c(C(F)F)cc(C)nc12	6	-5	4
O=C(CCN1C(=O)C2C3C=CC(C3)C2C1=O)NCCc1ccccc1Cl (centres undefined)	2	-2	-2
Cc1ccccc1OCCCC(=O)NCc1ccco1	-8	11	-10
CCCN(CCC)CC(O)CN(c1ccccc1)S(=O)(=O)c1ccc(C)cc1 (centres undefined)	-4	-8	2
CN(c1ccccc1C(=O)N1CCc2ccccc2C1)S(C)(=O)=O	10	9	-2
Cc1cc(N)n(-c2ncnc3scc(-c4ccccc4)c23)n1	2	0	-2
CNC(=O)c1ccc(CNC(=O)OCC(F)(F)F)cc1	-6	-5	5
O=C(NCCC1=CCCCC1)C1CCN(C(=O)Nc2ccccc2)CC1	-2	2	-22
Cc1cc(C)c(NC(=O)CSc2nc3ccc(NC(=O)CSc4nnnn4Cc4ccccc4)cc3s2)c(C)c1	-2	-4	-23

Full records, quoted from the list.
Listed for O=C(NN1C(=O)C2C(C1=O)C1C=CC2C12CC2)c1ccncc1 (centres undefined) → FN deposit inh = 8; esBAF inh = 0; RAD54 branch = -5
Listed for Cc1ccccc1OCCCC(=O)NCc1ccco1 → FN deposit inh = -8; esBAF inh = 11; RAD54 branch = -10
Listed for COc1ccccc1CNC(=O)c1cnn2c(C(F)F)cc(C)nc12 → FN deposit inh = 6; esBAF inh = -5; RAD54 branch = 4

Additional entries
SMILES	FN deposit inh	esBAF inh	RAD54 branch
COC(=O)c1ccc(N2CCN(C)CC2)c(NC(=O)c2cc3ccccc3o2)c1	6	7	5
CCCCCOC(=O)Cn1c(=O)c2c(nc(N3CCOCC3)n2C)n(C)c1=O	-11	3	-7
O=C(Cn1c(O)c(/C=C2\C=Nc3ccc(Br)cc32)sc1=O)N1CCCC1	12	-8	5
Cc1cc(C(F)F)n2nc(C(=O)Nc3ccc(S(=O)(=O)NC45CC6CC(CC(C6)C4)C5)cc3)nc2n1	2	11	-11
C=CCn1c(SCC(=O)Nc2ccccc2OC)nc(O)c(CC)c1=O	-4	9	0
Cn1c2ccccc2c2nnc(SC3CCOC3=O)nc21 (centres undefined)	1	2	-12
CC(C)NC(=O)c1noc2cc([N+](=O)[O-])ccc12	-5	8	7
Cc1oc2ccc(O)c(CN3CCOCC3)c2c1C(=O)c1ccc(Cl)cc1	-5	-1	7
COc1ccc(OCCn2cncn2)cc1	-5	-3	7
Nc1nnnn1/N=C\c1ccc(Cl)c([N+](=O)[O-])c1	6	1	1
CCS(=O)(=O)N1CCN(Cc2ccncc2)CC1	22	-6	4
Cc1cccc(CN2CCC(CNC(=O)CCNC(=O)Cn3ccc4ccccc4c3=O)CC2)c1	-9	-3	14
Cc1cccc2cc(C#N)c(NCCNC(=O)NC3CCCCC3)nc12	5	0	-15
CCN(CC)S(=O)(=O)c1cccc(C(=O)OCC(=O)N2CC(=O)Nc3ccccc32)c1	2	6	-10
CCCCN(C)C(=O)CCC(=O)Nc1ccc2nc(N3CCOCC3)cc(C)c2c1	-8	9	-3
COC(=O)CSc1c(-c2ccccc2)c2cc(Cl)ccc2[nH]c1=O	-3	-3	3
COCCCNc1nc2c(c(=O)[nH]c(=O)n2C)n1CCCc1ccccc1	2	-6	-8
Cc1ccc2c(c1)N(CCC(=O)NCCN1CCOCC1)C(=O)CO2	4	0	-2
O=c1[nH]c2ccccc2c2nc3ccccn3c12	-5	49*	14
O=C1CN(C(=O)CN2CCCC2)C(c2ccccc2)c2cc(Br)ccc2N1 (centres undefined)	-2	-9	0
O=S(=O)(c1ccc(Cl)cc1)N1CCn2c1nc1ccccc12	-8	4	6
CC(=O)c1c(C)[nH]c(C(=O)NCc2ccccn2)c1C	-5	21	-11
Cc1cc(OCC(=O)NCCO)ccc1Cl	-3	-11	5
CCOCCCNC(=O)C(c1ccc(Cl)cc1)N1CCN(C(=O)c2ccco2)CC1 (centres undefined)	4	-1	-19
CCCCNC(=S)NCCN1CCCCC1	-6	1	6
N#Cc1c(N)nc2c(c1-c1ccncc1)CCCC2	12	-1	7
CC1(C)C(O)=C(c2nc3ccccc3[nH]2)C(=N)N1c1ccccc1	2	5	-3
COCCn1c(-c2ccc(OC)cc2)cnc1N	2	-5	-1
Brc1ccc2[nH]ncc2c1	-9	0	-11
C/C(CCc1ccc2c(c1)OCO2)=N\N=C(/N)SC1CC(=O)N(c2ccc(Cl)cc2)C1=O (centres undefined)	3	24	-10
CC(=O)c1cn(CC(=O)NCC2CCCO2)c2ccccc12 (centres undefined)	2	-1	5
COc1cccc(Cn2cnc3c(NS(=O)(=O)c4cccc(Cl)c4Cl)c(C)c(C)cc32)c1	2	18	5
COc1ccc(C(=O)Nc2nc3cc(OC)c(OC)cc3c(=O)[nH]2)cc1	6	-6	-18
O=C(OCc1ccc(Cl)cc1)c1cnccn1	4	7	0
O=C(CN1CCN(c2ncc(C(F)(F)F)cc2Cl)CC1)NC(=O)NCc1ccccc1	3	2	7
O=c1c2[nH]c3ccccc3c2ncn1Cc1ccncc1	-3	11	-6
CNC(=O)CCSc1ccc(C)cc1	2	1	18
N=C1SCC(=O)N1c1nc(-c2ccccc2)cs1	0	?	3
c1ccc(Oc2cccc(CN3CCOCC3)c2)cc1	2	6	-30
COC(=O)c1ccccc1NC(=O)NCc1cccnc1	10	3	8
NS(=O)(=O)c1ccc(NC(=O)COC(=O)CCNC(=O)NC23CC4CC(CC(C4)C2)C3)cc1	-7	-3	-6
CC1CN(Cc2nc3c(c(=O)n(C)c(=O)n3C)n2CCCO)CC(C)O1 (centres undefined)	1	-3	-6
Cc1ccc(SCC(=O)Nc2ncc(C)s2)cc1	-10	5	-6
O=C(C1CC1)N(Cc1ccco1)c1nc(-c2ccccc2)cs1	2	1	3
O=C(NCc1ccccc1)c1cccc(OCC(=O)N2CCN(C(=O)c3ccco3)CC2)c1	4	-1	-12

Entries listed so far that bear a hit mark in esBAF inh:
compound	esBAF inh
O=c1[nH]c2ccccc2c2nc3ccccn3c12	49*

(continued)
SMILES	FN deposit inh	esBAF inh	RAD54 branch
CC(C)(C)c1n[nH]c(=S)n(N)c1=O	5	2	6
COc1ccc2c(CC(=O)N3CCN(S(=O)(=O)c4cccs4)CC3)coc2c1	-26	4	-8
COc1ccc(C(CNC(=O)c2ccccc2C)N2CCCC2)cc1 (centres undefined)	-4	15	3
CCOC(=O)c1c(-c2ccc(C)o2)csc1NC(=S)NC(=O)N(C)C	-7	5	2
COC(=O)/C=C1\S/C(=N/NC(=O)c2ccccc2)NC1=O	1	0	-13
O=C(COc1ccccc1)Nc1ccc2c(c1)nc1n2CCOC1	1	36	15
CN=c1scc(C)n1/N=C/c1ccc(O)c(O)c1O	8	13	7
c1csc(CNc2ncnc3sccc23)c1	-6	-27	-7
CC(C)COP(=O)(c1ccc(N(C)C)cc1)C(O)c1ccccn1 (centres undefined)	2	8	-5
Cc1ccc(/C=N/NC(=O)Cn2nccc2C)o1	-1	2	0
Cc1cc(SCCOc2ccc(Br)cc2)nc(N)n1	-2	12	-9
CCOc1ccc(Cl)cc1S(=O)(=O)N1CCN(c2ccc(F)cc2)CC1	-8	3	0
CCOC(=O)C1=C(CSc2nc(CC)c(C)cc2C#N)OC(N)=C(C#N)C1c1ccc(OC)cc1 (centres undefined)	-3	35	-49
CCN(CC)S(=O)(=O)c1ccc2nc(CSc3nnnn3-c3ccc(O)cc3)[nH]c2c1	1	1	4
Fc1ccc(CN2CCN(c3ncccn3)CC2)cc1	6	0	-2
Cc1noc(C)c1C(=O)Nc1ccccc1-c1ccccc1	-6	-5	-7
CC(C)CC(=O)Nc1cc2nn(-c3ccccc3)nc2cc1Cl	4	40	2
O=C(Nc1ccc(S(=O)(=O)NC2CCCC2)cc1)c1cnccn1	-1	2	2
COc1ccc(Cn2nnnc2C(c2cc3cccc(C)c3[nH]c2=O)N2CCOCC2)cc1 (centres undefined)	-10	2	0
O=C(Nc1ccccc1)c1ccc(S(=O)(=O)N2CCOCC2)cc1	-2	2	4
CC1(C)CNC(=O)CC(C)(C)N1O	2	1	-3
Cc1ccccc1CS(=O)(=O)CC1(O)CCN(C(=O)c2cccc(C(F)(F)F)c2)CC1	3	7	1
COc1cccc(CNc2ccc(S(=O)(=O)Nc3nccs3)cc2)c1O	3	2	3
CCOC(=O)c1cnn(-c2ccccc2)c1NC(=O)c1ccc(C)cc1	4	6	-4
CC(Oc1ccc(Cl)cc1Cl)C(=O)Nc1ccncc1 (centres undefined)	-2	8	1
CC(c1nnnn1C(C)(C)C)N(Cc1cccnc1)Cc1ccccc1Cl (centres undefined)	-2	-1	1
COc1ccc(N2CCN(C(=O)C3COc4ccccc4O3)CC2)cc1 (centres undefined)	3	-3	5
Cn1c(-c2ccccc2)cc(=O)c2ccccc21	-5	8	-3
C=CCn1c(SCc2ccccc2)nc2scc(-c3ccc(C)o3)c2c1=O	2	4	13
CCC1=NN(C(=O)C(=O)Nc2ccccc2OC)C(O)(C(F)(F)F)C1 (centres undefined)	3	1	0
Cc1cc(C)cc(-n2nnc(C(=O)NCc3ccccc3)c2N)c1	-9	-2	1
Cc1ccc(NC(=O)C2CCN(C(=O)NC3CCCCC3)CC2)c(C)c1	2	-3	5
CCn1c(CNc2ccc(F)cc2)nnc1SCC(=O)N1CCCc2ccccc21	2	-10	7
Cc1c(Br)c([N+](=O)[O-])nn1C(C)C(=O)NCc1cccs1 (centres undefined)	7	1	5
CCc1nnc(NC(=O)CSc2nnc(-c3cccnc3)n2CCc2ccccc2)s1	-2	-8	0
O=C(O)c1cccc(-c2nnn(Cc3ccccc3)n2)c1	-4	16	-8
CN(C)c1nc(Oc2ccc(=O)n(-c3ccccc3)n2)nc(N2CCOCC2)n1	5	3	-5
Cc1ccc(SCCNS(=O)(=O)c2ccc(F)cc2)cc1	-7	5	6
CC1(c2cnc(Nc3ccccc3)s2)CCC(=O)O1 (centres undefined)	-7	-14	-13
Cc1nc2n(n1)C(c1ccccc1)C1=C(CC(c3ccco3)CC1=O)N2 (centres undefined)	3	3	-2
CC(Sc1nnc(CNc2cccc3ccccc23)n1-c1ccccc1)C(=O)N/N=C/c1ccco1 (centres undefined)	-7	-1	-5
Cc1ccc2cc(-c3noc(C(C)(C)C)n3)c(=O)[nH]c2c1	2	19	-1
O=C(CN1CCNCC1)Nc1ccccc1Cl	6	-5	1
CCOC(=O)c1ccc(OCc2c(C)noc2C)cc1	-1	4	-1
COc1ccccc1-c1nnc2sc(-c3cc4ccccc4o3)nn12	0	-13	6

A draw from above in order of molecular weight, highest first.
SMILES	FN deposit inh	esBAF inh	RAD54 branch
COc1ccccc1-c1nnc2sc(-c3cc4ccccc4o3)nn12	0	-13	6
Cc1nc2n(n1)C(c1ccccc1)C1=C(CC(c3ccco3)CC1=O)N2 (centres undefined)	3	3	-2
Cc1cc(C)cc(-n2nnc(C(=O)NCc3ccccc3)c2N)c1	-9	-2	1

The list goes on:
SMILES	FN deposit inh	esBAF inh	RAD54 branch
CCCN(CCC)S(=O)(=O)c1ccc(C(=O)Nc2ccc(OCC(=O)N3CCOCC3)cc2)cc1	-3	-2	-3
COc1ccc(-c2ccc(C(=S)N3CCN(C(C)=O)CC3)o2)cc1	0	3	-14
COc1ccccc1NC(=O)CSc1nnc(-c2ccoc2C)n1CCc1ccccc1	-10	1	6
CCCC(C(=O)c1ccccc1)n1cncn1 (centres undefined)	-1	-4	-1
O=C(CN(c1ccccc1)S(=O)(=O)c1ccccc1[N+](=O)[O-])NN=C1CCCCCCC1	10	7	-5
COc1ccc(-n2nnnc2SCC#CCO)cc1	3	-4	-6
CC1CC(C)CN(CCOc2ccc(Cl)cc2Cl)C1 (centres undefined)	-12	-7	3
Cc1ccc(C(C(=O)NC(C)(C)C)N(C(=O)c2csnn2)C2CC2)cc1 (centres undefined)	-19	7	-17
O=c1c2ccccc2c(/C=N/n2cnnc2)c(O)n1-c1ccccc1F	-1	-4	0
O=C(NCc1ccco1)c1ccc(Cn2c(=O)c3ccccc3n(Cc3ccc(Cl)cc3)c2=O)cc1	0	0	-7
COc1nnc(-c2ccc(N3CCOCC3)c(NC(C)=O)c2)c2ccccc12	2	-5	-5

Source: PubChem
